Screening data deposited in PubChem by The Scripps Research Institute Molecular Screening Center.
SRC3 TRFRET art – flags TR-FRET format artefacts in PPARgamma SRC-3 recruitment agonist screen. TR-FRET artefact counter-screen, PPARgamma/SRC-3 format; active compounds read high. TR-FRET ratio at 8 µM. actives 0.39% (n = 99,000). AID 1048; in the data active = TR-FRET ratio above about 2000; note: inactives centre near 1600; reference of the scale not given here
SRC1 TRFRET art – flags TR-FRET format artefacts in PPARgamma SRC-1 recruitment agonist screen; TR-FRET detection artefact counter-screen, emission ratio; active compounds read high; TR-FRET ratio at 8 µM; actives 0.34% (n = 99,000); AID 1051; in the data active = TR-FRET ratio above about 2300; note: inactives centre near 1800; reference of the scale not given here
* marks the source's active call; other numbers are inactive results; & = joins results of further samples.

O=C(COC(=O)C1(c2ccccc2F)CCCC1)Nc1ncc(C(F)(F)F)cc1Cl was read as SRC3 TRFRET art 1333 and SRC1 TRFRET art 1676.
For O=C(CSc1nc2[nH]ncc2c(=O)n1-c1ccccc1Br)NCc1ccccc1Cl the results were SRC3 TRFRET art 1697 and SRC1 TRFRET art 1781.
`CCOC(=O)c1cc(-c2ccc(F)cc2)n(CC(=O)NCc2ccccn2)c1C` gave SRC3 TRFRET art 1698 and SRC1 TRFRET art 2129.
Screening CCCn1c(SCC(=O)Nc2cccc(Cl)c2Cl)n[nH]c1=O returned SRC3 TRFRET art 1860 and SRC1 TRFRET art 1816.
`COC(=O)c1ccc(NC(=O)NC2CCCCC2)cc1` gave SRC3 TRFRET art 1551 and SRC1 TRFRET art 1583.
For COc1ccccc1N(CC(O)Cn1c(C)nc2ccccc21)S(=O)(=O)c1ccccc1 (stereo not drawn) the results were SRC3 TRFRET art 1741 and SRC1 TRFRET art 1782.
`CCOC(=O)c1sc(NC(=O)CCN2C(=O)c3ccccc3C2=O)c(C(=O)OCC)c1C` gave SRC3 TRFRET art 1442 and SRC1 TRFRET art 1690.
Screening O=C(O)CCC(=O)NNC(=O)CCC1CCCCC1 returned SRC3 TRFRET art 1482 and SRC1 TRFRET art 1905.
For COc1ccccc1NC(=O)c1cnc(Nc2ccccc2OC)c2ccccc12 the results were SRC3 TRFRET art 1785 and SRC1 TRFRET art 1908.
`O=C(C1=C[C@H](C2CCCCC2)C[C@H](OCc2ccc(CO)cc2)O1)N1CCN(Cc2ccc3c(c2)OCO3)CC1` gave SRC3 TRFRET art 1723 and SRC1 TRFRET art 1812.
Screening C/C(=N/N=C1/NC(=O)CC(C(=O)O)S1)c1ccccc1 (stereo not drawn) returned SRC3 TRFRET art 1406 and SRC1 TRFRET art 1633.
`CC(=O)c1ccc(N=C2SCCCN2C(=O)C2CCCC2)cc1` gave SRC3 TRFRET art 1676 and SRC1 TRFRET art 1576.
CC1=C(C#N)C(c2ccc(O)cc2)C2=C(CCCC2=O)N1 (stereo not drawn) was read as SRC3 TRFRET art 1459 and SRC1 TRFRET art 1760.
O=C(NN1C(=O)C2C3C=CC(C4CC34)C2C1=O)c1ccc(Cl)c(Cl)c1 (stereo not drawn) was read as SRC3 TRFRET art 1717 and SRC1 TRFRET art 2036.
For COc1ccc(-n2c(CNC(=O)COc3ccc(Cl)cc3Cl)n[nH]c2=S)cc1 the results were SRC3 TRFRET art 1562 and SRC1 TRFRET art 1735.
CCCCC(=O)NC(c1cccs1)c1cc(Cl)c2cccnc2c1O (stereo not drawn) was read as SRC3 TRFRET art 1647 and SRC1 TRFRET art 1870.
`O=C(NCc1ccccc1)c1cc(=O)c2ccccc2o1` gave SRC3 TRFRET art 1533 and SRC1 TRFRET art 1789.
COC(=O)c1cccc(-c2ccc(/C=N/N3C(=O)C4C5C=CC(C6CC56)C4C3=O)o2)c1 (stereo not drawn) was read as SRC3 TRFRET art 1595 and SRC1 TRFRET art 1906.
Screening COc1ccc(OCC(=O)O/N=C(\N)c2ccc(OC)c(OC)c2)cc1 returned SRC3 TRFRET art 1406 and SRC1 TRFRET art 1707.
`CCC1SC(CC)C(=O)N(CC(=O)Nc2ccc3c(c2)OCO3)C1=O` (stereo not drawn) gave SRC3 TRFRET art 1550 and SRC1 TRFRET art 1652.
CC(OC(=O)c1c2c(nc3ccccc13)/C(=C\c1ccc3c(c1)OCO3)CCC2)C(=O)Nc1ccc(S(N)(=O)=O)cc1 (stereo not drawn) was read as SRC3 TRFRET art 1569 and SRC1 TRFRET art 1598.
For CCCC(=O)Nc1ccccc1NC(=O)c1ccc(OCC)c(OCC)c1 the results were SRC3 TRFRET art 1673 and SRC1 TRFRET art 1619.
O=C(N/N=C/C=C/c1ccccc1[N+](=O)[O-])c1cc(-c2cccnc2)nc2ccccc12 was read as SRC3 TRFRET art 1526 and SRC1 TRFRET art 1796.
CC(C)c1ccccc1NC(=O)COC(=O)/C=C/c1cccc([N+](=O)[O-])c1 was read as SRC3 TRFRET art 1752 and SRC1 TRFRET art 1971.
For COC(=O)Cc1ccc(NC(=S)NN2CCOCC2)cc1 the results were SRC3 TRFRET art 1496 and SRC1 TRFRET art 1877.
Screening COc1ccc(-c2[nH]ncc2CN(C)CC2CCCCO2)cc1F (stereo not drawn) returned SRC3 TRFRET art 1613 and SRC1 TRFRET art 1806.
For O=[N+]([O-])c1ccccc1S(=O)(=O)Oc1ccc(/C=N/n2cnnc2)cc1 the results were SRC3 TRFRET art 1677 and SRC1 TRFRET art 1763.
Screening CCCSc1nc(=S)n(Cc2ccccc2)c(C)c1C(C)=O returned SRC3 TRFRET art 1306 and SRC1 TRFRET art 1747.
`O=c1[nH]c(/C(Cl)=C/c2cccc(C(F)(F)F)c2)nc2cc(Cl)ccc12` gave SRC3 TRFRET art 1569 and SRC1 TRFRET art 1751.
`CCOC(=O)CSc1nnc(Cn2c(=O)sc3ccccc32)n1-c1ccccc1C` gave SRC3 TRFRET art 1778 and SRC1 TRFRET art 1940.
`CCn1cc(/C=N\NC(=O)c2ccc(F)cc2)cn1` gave SRC3 TRFRET art 1402 and SRC1 TRFRET art 1696.
`Cn1ccnc1C1CCCCN1C(=O)c1cc(COc2ccc(F)cc2Cl)on1` (stereo not drawn) gave SRC3 TRFRET art 1458 and SRC1 TRFRET art 1803.
Nc1nc(-c2cccnc2)nn1C(=O)c1ccc(F)cc1 was read as SRC3 TRFRET art 1447 and SRC1 TRFRET art 1754.
CCOc1cc(C2C3=C(CCCC3=O)Nc3ccc4ncccc4c32)ccc1O (stereo not drawn) was read as SRC3 TRFRET art 1509 and SRC1 TRFRET art 1437.
Cc1ccccc1CNC(=O)/C=C\C(=O)O was read as SRC3 TRFRET art 1527 and SRC1 TRFRET art 1729.
`CN=C1C([N+](=O)[O-])=CC=C2C1=NC1(CCCCC1)N2O` gave SRC3 TRFRET art 1682 and SRC1 TRFRET art 1893.
For O=C(CC1SCCNC1=O)Nc1cccc(Cl)c1 (stereo not drawn) the results were SRC3 TRFRET art 1594 and SRC1 TRFRET art 1881.
Screening COc1cc(C(c2oc(CO)cc(=O)c2O)c2oc(CO)cc(=O)c2O)cc(OC)c1OC returned SRC3 TRFRET art 1603 and SRC1 TRFRET art 2207.
For C/C(=N\NC(=S)NCc1ccccc1)c1ccco1 the results were SRC3 TRFRET art 1759 and SRC1 TRFRET art 1861.
O=C(c1cccs1)N1CCN(Cc2ccccc2)CC1 was read as SRC3 TRFRET art 1575 and SRC1 TRFRET art 1710.
Screening COc1ccc(N(C)C(=O)c2cc3c(Cl)nc4ccccc4c3s2)cc1 returned SRC3 TRFRET art 1539 and SRC1 TRFRET art 1597.
`CCCN1CCC(=NNC(=O)CSc2cc(C)c(Br)cc2C)CC1` gave SRC3 TRFRET art 1737 and SRC1 TRFRET art 1780.
Screening CC(C)(O)C#Cc1ncc(C(F)(F)F)cc1Cl returned SRC3 TRFRET art 1693 and SRC1 TRFRET art 1811.
Cc1cc(/C=C2/NC(=O)N(c3ccccc3)C2=O)c(C)n1C(C)C was read as SRC3 TRFRET art 1647 and SRC1 TRFRET art 1952.
CCS(=O)(=O)c1nc(S(=O)(=O)c2ccc(Cl)cc2)c(N2CCc3ccccc3C2)s1 was read as SRC3 TRFRET art 1690 and SRC1 TRFRET art 2138.

A draw from above in order of formula weight, ascending.
`CCn1cc(/C=N\NC(=O)c2ccc(F)cc2)cn1` gave SRC3 TRFRET art 1402 and SRC1 TRFRET art 1696.
O=C(c1cccs1)N1CCN(Cc2ccccc2)CC1 was read as SRC3 TRFRET art 1575 and SRC1 TRFRET art 1710.
Cc1cc(/C=C2/NC(=O)N(c3ccccc3)C2=O)c(C)n1C(C)C was read as SRC3 TRFRET art 1647 and SRC1 TRFRET art 1952.
Screening COc1ccc(N(C)C(=O)c2cc3c(Cl)nc4ccccc4c3s2)cc1 returned SRC3 TRFRET art 1539 and SRC1 TRFRET art 1597.
CCOc1cc(C2C3=C(CCCC3=O)Nc3ccc4ncccc4c32)ccc1O (stereo not drawn) was read as SRC3 TRFRET art 1509 and SRC1 TRFRET art 1437.
`Cn1ccnc1C1CCCCN1C(=O)c1cc(COc2ccc(F)cc2Cl)on1` (stereo not drawn) gave SRC3 TRFRET art 1458 and SRC1 TRFRET art 1803.

Compounds shown so far containing a COOH group:
Screening O=C(O)CCC(=O)NNC(=O)CCC1CCCCC1 returned SRC3 TRFRET art 1482 and SRC1 TRFRET art 1905.
Screening C/C(=N/N=C1/NC(=O)CC(C(=O)O)S1)c1ccccc1 (stereo not drawn) returned SRC3 TRFRET art 1406 and SRC1 TRFRET art 1633.
Cc1ccccc1CNC(=O)/C=C\C(=O)O was read as SRC3 TRFRET art 1527 and SRC1 TRFRET art 1729.

Other results:
For CCOc1nc(-c2ccccc2)ccc1-c1noc(-c2ccncc2)n1 the results were SRC3 TRFRET art 1406 and SRC1 TRFRET art 1933.
`O=C(Cc1ccc(S(=O)(=O)N2CCCC2)s1)N1CCN(c2ccc(F)cc2)CC1` gave SRC3 TRFRET art 1630 and SRC1 TRFRET art 1943.
Screening COc1cccc(N=Nc2c(=O)[nH]n3c(=O)c4c([nH]c23)CCC4)c1 returned SRC3 TRFRET art 1817 and SRC1 TRFRET art 2031.
Cc1cc(=O)[nH]c(Nc2ccc(C(=O)OC(C)C)cc2)n1 was read as SRC3 TRFRET art 1386 and SRC1 TRFRET art 1887.
Screening O=C(NCCC(c1ccccc1)c1ccccc1)c1cccs1 returned SRC3 TRFRET art 1442 and SRC1 TRFRET art 1688.
Cc1cccnc1NC(=S)Nc1ccc(F)cc1F was read as SRC3 TRFRET art 1635 and SRC1 TRFRET art 1947.
`COc1ccc(/C=C/C(=O)NC2CCCCCCC2)cc1S(=O)(=O)N1CCOCC1` gave SRC3 TRFRET art 1710 and SRC1 TRFRET art 1981.
For COc1cc(C(=O)NCC(=O)N/N=C/c2cccc(OC(=O)c3ccco3)c2)cc(OC)c1OC the results were SRC3 TRFRET art 1552 and SRC1 TRFRET art 1795.
O=C(Nc1ccc(F)cc1)c1sc(Cl)nc1-c1ccccc1 was read as SRC3 TRFRET art 1555 and SRC1 TRFRET art 1743.
For O=C(CN1C(=O)C2(OCCCO2)c2ccccc21)NCc1ccccc1 the results were SRC3 TRFRET art 1579 and SRC1 TRFRET art 1879.
For O=C(CCn1cnc(-c2ccccc2)c1-c1ccccc1)N/N=C/c1ccccc1O the results were SRC3 TRFRET art 1450 and SRC1 TRFRET art 1711.
`O=C1CSC(c2cccc([N+](=O)[O-])c2)N1c1ccc(O)cc1` (stereo not drawn) gave SRC3 TRFRET art 1683 and SRC1 TRFRET art 1939.
For CN(C(=O)c1ccc(OC2CCN(S(=O)(=O)N(C)C)CC2)cc1)C1CCCCC1 the results were SRC3 TRFRET art 1715 and SRC1 TRFRET art 1725.
Screening Cc1sc2ncnc(N/N=C/c3ccc(O)cc3)c2c1C returned SRC3 TRFRET art 1445 and SRC1 TRFRET art 1759.
For O=S(=O)(NCc1ccccn1)c1cc(C(F)(F)F)ccc1Cl the results were SRC3 TRFRET art 1613 and SRC1 TRFRET art 1871.

Pulled by structure from above:
Cc1cc(=O)[nH]c(Nc2ccc(C(=O)OC(C)C)cc2)n1 was read as SRC3 TRFRET art 1386 and SRC1 TRFRET art 1887.
Screening COc1cccc(N=Nc2c(=O)[nH]n3c(=O)c4c([nH]c23)CCC4)c1 returned SRC3 TRFRET art 1817 and SRC1 TRFRET art 2031.

(more compounds)
For Cc1noc(C)c1COC(=O)Cc1ccc(Br)cc1 the results were SRC3 TRFRET art 1553 and SRC1 TRFRET art 1391.
`CC(=O)Nc1cc(C(=O)NCCN2CCN(Cc3ccccc3)CC2)ccc1Sc1ccc(C)cc1` gave SRC3 TRFRET art 1648 and SRC1 TRFRET art 1949.
For O=C(/C=C/c1ccc([N+](=O)[O-])cc1)NCCN1C(=O)S/C(=C\c2ccc(F)cc2)C1=O the results were SRC3 TRFRET art 1361 and SRC1 TRFRET art 1841.
Screening O=CN1CCN(c2ncnc3c2nnn3Cc2c(F)cccc2Cl)CC1 returned SRC3 TRFRET art 1406 and SRC1 TRFRET art 1801.
For COc1cc(NC(=O)CSc2nnc(NC(C)C)s2)cc(OC)c1OC the results were SRC3 TRFRET art 1527 and SRC1 TRFRET art 1864.
Screening O=C(CCNC(=O)c1ccccc1)N/N=C/c1ccc([N+](=O)[O-])cc1 returned SRC3 TRFRET art 1310 and SRC1 TRFRET art 1668.
O=C(O)CC(C(=O)O)n1nc(-c2ccccc2)cc1-c1ccccc1 (stereo not drawn) was read as SRC3 TRFRET art 1592 and SRC1 TRFRET art 1667.
COc1cccc(C(=O)NNC(=O)Cc2csc(N)n2)c1 was read as SRC3 TRFRET art 1351 and SRC1 TRFRET art 1482.
O=C1CC(N2CCN(Cc3ccc4c(c3)OCO4)CC2)C(=O)N1c1cccc2ccccc12 (stereo not drawn) was read as SRC3 TRFRET art 1573 and SRC1 TRFRET art 1900.
`CCOc1ccc(/C(C)=N/NC(=O)C(OC)c2ccccc2)cc1` (stereo not drawn) gave SRC3 TRFRET art 1344 and SRC1 TRFRET art 1444.
O=C(O)CC1S/C(=N/N=C/C=C/c2ccccc2)NC1=O (stereo not drawn) was read as SRC3 TRFRET art 1553&1433 and SRC1 TRFRET art 1825&1655.
Screening CC(=O)Nc1cc[n+](C(C)C(=O)c2ccc(Br)cc2)cc1 (stereo not drawn) returned SRC3 TRFRET art 1719 and SRC1 TRFRET art 1700.
`COc1ccc(N(C(=O)c2cc3ccccc3oc2=O)C2C=CS(=O)(=O)C2)c(OC)c1` (stereo not drawn) gave SRC3 TRFRET art 1425 and SRC1 TRFRET art 1654.
For COc1cccc(NC(=S)NCc2ccncc2)c1 the results were SRC3 TRFRET art 1588 and SRC1 TRFRET art 1990.
`O=C(CNc1cccc2ccccc12)N/N=C/c1ccc([N+](=O)[O-])cc1` gave SRC3 TRFRET art 1499 and SRC1 TRFRET art 1699.
`Cc1ncsc1CCOC(=O)c1ccc([N+](=O)[O-])cc1` gave SRC3 TRFRET art 1693 and SRC1 TRFRET art 1812.

Only part of the results is shown; rates above refer to the full screens.
